CHRM1 PAM = positive allosteric modulators of human M1 muscarinic receptor; activation, % at 3 µM; hit rate 0.088% among 360,000; AID 588819; CHO-K1 hM1, Fluo-8 calcium fluorescence, ACh EC20; 0% = ACh EC20, 100% = maximal ACh; in the data active = activation above about 19%, passing the limit was not always enough
Target sequence (P11229 whole entry, looked up): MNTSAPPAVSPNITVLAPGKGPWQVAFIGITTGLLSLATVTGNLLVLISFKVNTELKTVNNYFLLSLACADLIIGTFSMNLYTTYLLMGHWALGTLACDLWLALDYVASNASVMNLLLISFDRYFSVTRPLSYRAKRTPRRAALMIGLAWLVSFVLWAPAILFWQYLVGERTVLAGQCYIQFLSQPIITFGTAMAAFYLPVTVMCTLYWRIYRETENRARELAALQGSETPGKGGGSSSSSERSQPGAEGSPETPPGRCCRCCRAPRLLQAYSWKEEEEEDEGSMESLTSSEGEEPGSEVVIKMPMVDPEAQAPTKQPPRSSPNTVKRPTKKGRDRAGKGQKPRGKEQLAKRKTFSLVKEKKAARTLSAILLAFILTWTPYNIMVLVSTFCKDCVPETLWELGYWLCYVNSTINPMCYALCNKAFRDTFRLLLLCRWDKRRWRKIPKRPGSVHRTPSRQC
M1 antag = blocks human M1 muscarinic receptor; AID 588852; inhibition, % at 3 µM; hit rate 1.3% among 360,000; CHO-K1 hM1, Fluo-8 calcium fluorescence, ACh EC80 antagonist; P11229;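 active = percent inhibition above its own plate's cutoff, namely the mean of that plate's compound wells plus 3 SD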;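 note: peak over basal fluorescence ratio during 140 s after agonist addition; 0% = ACh EC80 plus DMSO and 100% = DMSO alone without agonist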
TAAR1 agonist = human TAAR1 agonism. activation, % at 3 µM. CHO RD-HGA16 TAAR1, Fluo-8 calcium fluorescence; vehicle wells 0%, saturating PEA agonist 100%. hit rate 0.99% among 360,000. AID 624467;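 active = activation above the mean activation of all test compounds in the run plus 3 SD, cut at about 38% in these data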
Target sequence (Q96RJ0 whole entry, looked up): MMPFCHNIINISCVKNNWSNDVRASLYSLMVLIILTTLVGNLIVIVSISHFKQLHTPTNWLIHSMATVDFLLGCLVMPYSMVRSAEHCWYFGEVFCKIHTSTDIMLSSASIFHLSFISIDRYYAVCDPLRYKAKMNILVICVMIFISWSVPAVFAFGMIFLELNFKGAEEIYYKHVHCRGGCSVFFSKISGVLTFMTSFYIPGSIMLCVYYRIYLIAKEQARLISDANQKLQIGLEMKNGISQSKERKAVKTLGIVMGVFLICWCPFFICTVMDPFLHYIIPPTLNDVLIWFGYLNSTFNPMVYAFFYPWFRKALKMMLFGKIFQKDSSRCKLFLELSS
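Test system: RD-HGA16 (CHO) cells co-expressing Gα16 and hTAAR1; dosing: one-point dosing at 3 µM (nominal); timing: 17-24 h seeding, 75 min 37 °C dye, 30 min RT; signal: kinetic Fluo-8 calcium fluorescence; read-out basis: % activation relative to PEA EC100 response; controls: DMSO and PEA EC100; replicates: n 1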
CHO parental Ca = counter-screen for OX1R antagonists: effect in parental CHO cells; parental CHO-K1, ATP-induced calcium, Fluo-8 fluorescence; inhibition, % at 5.6 µM; hit rate 0.63% among 330,000;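 active = inhibition above that plate's mean sample inhibition plus 3 SD, cut at about 26% in these data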;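 note: 0% = ATP-challenged DMSO wells and 100% = DMSO wells without ATP; some compounds past the cut are filed as inactive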
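Measured by: calcium-sensitive Fluo-8 fluorescence / Test system: CHO parental line / Controls: ATP-challenged DMSO wells low, unchallenged DMSO wells high / Measure: % inhibition / Compound: single nominal dose of 5.6 µM per compound / Replicates: single well per compound, no replicates / Reagent: ATP as calcium-mobilizing challenge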
CHRM1 agonist = activates human CHRM1 receptor; CHO-K1 hM1, Fluo-8 calcium fluorescence, agonist mode; 0% DMSO, 100% acetylcholine EC100; activation, % at 3 µM; hit rate 0.33% among 360,000; AID 588814;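 active = activation above the run's mean compound activation plus 3 SD, cut at about 16% in these data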;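 note: peak over basal fluorescence ratio within a 140 s kinetic read after compound addition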
V1R ag counter = activates human V1a receptor in oxytocin agonist counter-screen; CHO-V1R cells, Fluo-8 calcium fluorescence, agonist mode; 0% DMSO, 100% 3 nM vasopressin; hit rate 0.25% among 320,000; activation, % at 3 µM; P37288;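 active = activation above the mean activation of all tested compounds plus 3 SD, per screening run, cut at about 20% in these data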;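 note: signal is peak over basal fluorescence ratio across a 100 second FLIPR read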
TAAR1 antag = human TAAR1 antagonism | hit rate 1.5% among 360,000 | CHO RD-HGA16 TAAR1, Fluo-8 calcium fluorescence, antagonist | inhibition, % at 3 µM | Q96RJ0 | AID 624466;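 active = inhibition above a per-plate cutoff, the mean inhibition of test compounds on that plate plus 3 SD, cut at about 49% in these data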;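 note: 0% = DMSO plus EC80 beta-PEA response and 100% = DMSO alone without agonist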
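System: CHO RD-HGA16 cells bearing hTAAR1. Reagent: EC80 β-phenethylamine stimulus. Schedule: seeding 17-24 h prior, 75-min 37 °C, 30-min RT dye loading. Signal: Fluo-8 intracellular calcium dye fluorescence, real-time kinetic reads. Read-out: % inhibition from peak post-agonist over basal fluorescence ratio. Benchmarks: vehicle wells and EC80 agonist wells. Replicates: n of 1.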
OXTR potentiate = potentiates the human oxytocin receptor response. P30559. CHO-OTR cells, Fluo-8 calcium fluorescence, potentiator mode; 0% = oxytocin EC15, 100% = EC100. activation, % at 3 µM. hit rate 0.061% among 320,000. AID 2445;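 active = activation above that plate's cutoff, the mean activation of tested compounds plus 3 SD, cut at about 6.6% in these data, passing the limit was not always enough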;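 note: 100% uses oxytocin at 75 nM as the full agonist control; some results filed as inactive read as strong as hits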
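assay system = CHO-OTR cells, human receptor | schedule = compound 6 min at room temperature before oxytocin, 100 s read | detection = Fluo-8 intracellular calcium fluorescence, ex 470-495, em 515-575 nm | evaluation = normalized max/min fluorescence ratio, % activation | control set = EC15 oxytocin alone as 0%, 75 nM oxytocin (EC100) as 100%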
OXTR ag = agonists of human oxytocin receptor | CHO-OTR cells, Fluo-8 calcium fluorescence; normalized: DMSO 0%, oxytocin 100% | AID 2435 | hit rate 0.32% among 320,000 | activation, % at 3 µM | P30559;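 active = activation above the mean of all tested compounds plus 3 SD, cutoff set per screening run, cut at about 20% in these data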;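 note: peak over basal fluorescence ratio from a 100 s FLIPR kinetic read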
An asterisk follows results filed as active; . = no result given.

SMILES	CHRM1 PAM	M1 antag	TAAR1 agonist	CHO parental Ca	CHRM1 agonist	V1R ag counter	TAAR1 antag	OXTR potentiate	OXTR ag
Cc1cc(F)c(F)cc1C(=O)N1CCCC1	-9	11	7	1	-4	0.8	7	-8	-0.1
C/C(=N\NC(=O)C(C)Nc1cccc(Cl)c1)c1ccc([N+](=O)[O-])cc1 (stereo not drawn)	6	-9	1	-13	-7	0.5	0	-2	2.2
O=C(Oc1ccc2cc(Br)ccc2c1)c1cccnc1	-1	-13	14	-7	-2	0.4	-15	0	0.7
CCc1ccc2nc(SCC(=O)NCC3CCCO3)c(C#N)cc2c1 (stereo not drawn)	1	-4	2	-20	-12	-1.5	1	-1	-2.3
Cc1ccc(CNC(=O)C2CCCN(Cc3cnn(-c4ccccc4)c3-n3cccc3)C2)cc1 (stereo not drawn)	5	-11	1	-29	-7	-0.7	5	-18	-1.3
COc1ccc(C(=O)C[n+]2cn(C(F)F)c3ccccc32)c(F)c1	1	-2	1	-18	-8	2.0	-17	-20	0.1
Cc1ccccc1N1C(=O)[C@@H]2Cc3ccccc3CN2C1=O	-7	12	5	-14	-1	-0.7	3	-1	1.2
Cc1ccnc(NC(=O)CCCOc2ccc(Cl)cc2C)c1	.	.	1	-15	.	-0.9	21	-5	-2.2
N#Cc1ccc(-c2cccnc2)nc1SCc1ccc(Cl)c(Cl)c1	9	-15	8	.	-4	.	-6	.	.
CCN(CC)CCNC(=S)N1CCn2c(nc3ccccc32)C1	-3	7	2	-10	-7	0.9	-14	-3	0.7
NC(=O)c1ccc(NC(=O)c2ccc(COc3ccccc3Br)cc2)cc1	0	-5	0	.	-2	.	9	.	.
O=C(NCc1ccc2c(c1)OCO2)c1cccnc1	3	0	6	2	-1	1.2	10	-4	0.6

4 compounds from above, ordered by the number in CHRM1 agonist, largest number first:
Structure,CHRM1 agonist
O=C(NCc1ccc2c(c1)OCO2)c1cccnc1,-1
NC(=O)c1ccc(NC(=O)c2ccc(COc3ccccc3Br)cc2)cc1,-2
Cc1cc(F)c(F)cc1C(=O)N1CCCC1,-4
C/C(=N\NC(=O)C(C)Nc1cccc(Cl)c1)c1ccc([N+](=O)[O-])cc1 (stereo not drawn),-7

Continued:
SMILES	CHRM1 PAM	M1 antag	TAAR1 agonist	CHO parental Ca	CHRM1 agonist	V1R ag counter	TAAR1 antag	OXTR potentiate	OXTR ag
Cc1cccc(C)c1NC(=O)N1CCC(n2c(=O)[nH]c3ccccc32)CC1	4	-8	1	-4	-5	0.5	20	1	0.3
COc1ccc(-c2cc(C(=O)N3CCN(C(=O)c4ccco4)CC3)[nH]n2)cc1	3	2	7	-8	-2	2.2	-15	-1	0.1
COc1cc(CN2CCC(CO)(Cc3cccc(C(F)(F)F)c3)CC2)ccc1F	-4	2	8	-19	-4	7.8	-17	-25	9.6
CCCCn1c(=O)[nH]c(=O)c2c1nc(-c1ccccc1OC(F)F)n2C	4	-3	2	-25	-5	-0.7	3	-13	-1.5
COc1cccc(-c2cc(C(=O)N3CCN(Cc4ccc5c(c4)OCO5)CC3)on2)c1	-2	-5	1	-6	-4	0.0	3	-11	-0.7
CC(NS(=O)(=O)c1ccc2c(c1)OCCCO2)C(=O)O (stereo not drawn)	6	0	2	3	-6	0.3	-17	0	0.7
O=C(CSc1nnc(CNc2ccc(F)cc2)n1CC1CCCO1)N1CCOCC1 (stereo not drawn)	4	-8	3	.	-2	.	-28	.	.
COCc1nnc(NC(=O)c2cccc(NC(=O)C(C)C)c2)s1	7	-4	-1	-4	-3	-0.1	-7	-1	-0.5
CCn1c2ccccc2c2nnc(SCC(N)=O)nc21	-2	-1	4	-4	-4	0.8	-9	0	-0.7
CC(=O)N1CCN=C1SCc1cccc(F)c1	2	3	0	6	-2	0.9	-24	-2	0.7
Cc1cc(C)c2c(=O)[nH]c(SCc3ccc([N+](=O)[O-])cc3)nc2n1	-2	-2	2	-11	-8	-0.3	-8	0	-1.1
O=C1c2ccc(Oc3ccc([N+](=O)[O-])cc3)cc2C(=O)N1c1ccncc1	8	-5	3	3	-4	0.1	-5	1	0.5
C=CCn1c(SCC(=O)NCCCO)nc2sc3c(c2c1=O)CCC3	11	-17	1	-3	-4	-0.4	-9	-2	-0.6
Cc1ccc(NC2=CC(=O)CC(c3ccc(Cl)cc3)C2)cc1 (stereo not drawn)	2	1	0	21	-8	0.0	-5	-5	-1.0
COc1ccccc1N(C)S(=O)(=O)c1ccc(Cl)c(C(=O)NC2=NCCS2)c1	4	-9	1	-22	-3	0.6	1	-5	-1.3
CCOc1ccc(C(=O)N/N=C/c2ccccc2[N+](=O)[O-])cc1	6	-6	4	-34	-4	-0.2	23	-9	-0.6
COc1ccc(-c2csc(NCCc3nc4cc(Cl)c(N5CCCCC5)cc4n3CCOCCO)n2)cc1	5	-5	13	-13	-5	-0.6	41	-11	1.9
COC(=O)CNC(=O)Cn1cnc2sc(C)c(S(=O)(=O)N3CCN(c4ccccc4OC)CC3)c2c1=O	6	-6	-1	-6	-5	0.8	2	2	0.6
CCc1nnc(NC(=O)CSCc2cc(=O)n3nc(C(C)C)sc3n2)s1	0	-8	2	-5	-7	0.1	-16	9	-0.2
CC(C)CCNC(=O)c1onc(CSc2ccc(F)cc2)c1C(=O)NCCC(C)C	2	3	0	-29	-5	0.1	3	-8	0.7
COCCCN1C(=O)C(=O)/C(=C(/O)c2ccc(C)cc2)C1/C=C/c1ccccc1 (stereo not drawn)	1	-1	6	-6	-6	1.5	-1	3	-0.5
C[C@H]1C(=O)N(C)CCN1C(=O)c1ccc(OC2CCN(CCc3ccccc3)CC2)cc1	-2	-1	5	.	-9	.	-20	.	.
Cc1ccccc1CN(C)CC(=O)Nc1cccc(S(=O)(=O)N(C)c2ccccc2)c1	-2	-5	-2	-4	-5	0.3	-2	-8	-1.4
CCCN(CCC)CCNC(=O)CCC(=O)Nc1ccc2nc(N3CCN(C)CC3)cc(C)c2c1	3	-5	5	-3	-6	0.6	-10	12*	0.3
CC(=O)c1ccc(-c2cccc([C@H]3[C@@H]4C=CC[C@@H](C)[C@@H]4C(=O)N3Cc3ccccc3)c2)cc1	-1	-9	-1	-31	-6	.	-21	.	.
Cc1ccc(OCc2nn3c(-c4ccco4)nnc3s2)cc1	3	-21	8	-16	0	-0.7	-2	2	-1.5
CCC(C(=O)NCc1cccnc1)c1ccccc1 (stereo not drawn)	6	-6	-1	-19	-4	-0.6	-6	-13	0.8
Cc1cc2nnc(SCC(=O)NCc3cccs3)n2c2ccccc12	8	-9	8	-34	-7	0.2	14	-5	-2.1
COc1cc(C(=O)Nc2cccc(-n3cnnn3)c2)cc(OC)c1OC	1	-2	6	-12	0	0.0	2	-12	1.1
CCC(=O)NC1CC2CCCC(C1)N2Cc1ccc(C)cc1 (stereo not drawn)	-11	13	0	-9	-8	0.7	-10	2	0.9
CNC(=S)N1C2CCC1CC(NC(=O)NC13CC4CC(CC(C4)C1)C3)C2 (stereo not drawn)	7	-5	4	-3	-3	-0.6	-17	2	1.0
COC(=O)c1ccc(COc2ccccc2/C=N/O)o1	8	-10	3	-4	-9	-0.2	-18	-6	-0.9
O=C(O)c1csc(-c2cccs2)n1	8	-3	0	-9	-1	-0.3	-12	0	1.4
O=C(Nc1nc2ccccc2n1CCN1CCOCC1)c1ccc(COc2ccccc2Br)o1	-2	5	9	-22	-7	-0.5	38	-16	-2.0
Oc1cccc2ccc(Nc3ccccn3)nc12	6	-5	48*	-13	-6	-0.9	3	-11	3.1
Cc1ccccc1NC(=O)c1c(F)c(F)c(F)c(F)c1F	9	-3	2	-15	-10	-1.6	9	2	-1.5
COc1ccc(C2C(C#N)=C(N)OC3=C2C(=O)CCC3)c(OC)c1OC (stereo not drawn)	8	0	5	-8	-6	-1.0	-3	2	0.3
CCCc1ncc(C[n+]2ccccc2C)c(N)n1	4	-26	3	-6	-7	0.8	-4	4	1.1
CC(C)Sc1nnc([C@H](Cc2ccccc2)NC(=O)OC(C)(C)C)o1	9	-15	2	-16	-2	0.8	-20	-5	-3.3
Cc1cnc(C)c(Nc2nc(C(N)Cc3ccc(F)cc3)cs2)n1 (stereo not drawn)	1	5	22	.	2	.	8	.	.
COc1ccc(OCC(=O)Nn2c(-c3cccc(OC)c3)nc3ccccc3c2=O)cc1	-3	-2	6	-7	5	0.1	-2	0	1.7
Cc1ccc(CN2CCC(n3nccc3NC(=O)CCOc3ccccc3)CC2)cc1C	-3	2	6	-22	-5	3.8	-9	-9	4.2
CCOc1cc(S(=O)(=O)n2nc(C)cc2C)ccc1F	4	-11	6	-12	-4	1.1	2	-3	0.8
CCCCOc1ccc(NC(=O)CSc2nnnn2C)cc1	-3	7	3	-4	-4	0.4	10	-3	0.5
CCOC(=O)c1ccsc1NC(=O)c1ccco1	8	-2	0	-7	-3	0.3	-17	-5	-1.1
CCn1cc(C(=O)NC2CCCCC2)c(=O)c2ccc(C)nc21	0	-2	1	-8	-2	-0.4	2	-8	-0.8
CCCC(=O)Nc1cccc(NC(=O)c2ccc([N+](=O)[O-])cc2Cl)c1	10	-9	2	-8	-2	3.1	2	-5	1.3
COc1ccc(CC(=O)Nc2ccc(S(=O)(=O)NC(C)C)cc2)cc1	1	-1	25	1	-1	5.9	7	-9	6.7
CCc1nc2ccc(C(=O)N(C)CCN(C)C)cn2c1N(C)CCC(C)C	0	-6	2	.	-9	.	-16	.	.
COc1cc(C(=S)N2CCC(C(N)=O)CC2)ccc1O	2	-17	9	-5	-2	0.8	-5	-9	-1.1
COC(=O)C1=C(C)OC(N)=C(C#N)C1c1ccc(OC)c(OC)c1OC (stereo not drawn)	2	-3	13	-5	-4	0.5	4	2	0.9
COc1ccccc1C=NNC(=O)NN=Cc1ccccc1OC	3	-14	-1	.	2	.	-3	.	.
COc1ccc(Cn2c(-c3ccccc3C)nc3c(c(=O)c4ccccc4n3C)c2=O)cc1	3	-8	-1	-20	-2	0.7	-2	-16	0.0

Screening results deposited in PubChem BioAssay by The Scripps Research Institute Molecular Screening Center.
